NR3A LBD binder – modulates the human NR3A ligand-binding domain | Tm shift relative to glycine control, % at 25 µM | NR3A LBD differential scanning fluorimetry, Tm shift; 0% = protein alone, 100% = glycine-bound protein | AID 1259313 | hit rate 2.5% among 340,000;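 active means melting temperature shift of at least 10% of the positive control shift, at one fixed dose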
MPTP block – permeability transition pore inhibition; AID 602449; isolated mouse mitochondria, Ca2+ swelling absorbance, 30 min; inhibition, % at 10 µM; hit rate 1.4% among 360,000;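 active means inhibition of 50% or more, scaled per plate between neutral and stimulator controls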;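 further: 0% = DMSO wells given calcium and 100% = 1 mM EGTA wells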
Active calls of the source: *. These rows are one share of the data; the hit share may differ from the screen's.

NR3A LBD binder | MPTP block | compound
-4.1 | -2.1 | CCOC(=O)c1cnc(Nc2nc3ccccc3o2)nc1CN1CCN(C)CC1
3.0 | -0.3 | CC(C)C[C@@H](CN)NC(=O)c1nc[nH]c1C(=O)N[C@@H](C)C(=O)CNC[C@H](C)NC(=O)c1nc[nH]c1C(=O)N[C@@H](Cc1ccccc1)C(=O)O
-29.2 | 0.1 | C=CCSc1nc2ccccc2n1C(=O)/C=C/c1ccc(OC)c(OC)c1
-2.3 | -0.6 | CC(C)CNC(=O)c1ccccc1C(=O)NC1(C(=O)NCC(C)C)CCCC1
-1.9 | -1.5 | COc1ccc(S(=O)(=O)N(CCCN2CCCC2=O)Cc2cc3cc(C)c(C)cc3[nH]c2=O)cc1
1.0 | -0.5 | CC[N+]1(C)CCC(O)(c2ccc(OC)cc2)C(C(=O)c2ccc(OC)cc2)C1 (stereo unspecified)
0.2 | -1.8 | O=S(=O)(c1ccc(Br)cc1F)N1CCCCC1CCO (stereo unspecified)
-1.2 | -2.3 | COc1cc(C(=O)N2CCN(S(=O)(=O)c3ccc(Cl)cc3)CC2)ccc1OCC(=O)N1CCOCC1
-1.2 | 0.2 | COc1ccc(NC(=O)C2CCCCN2S(=O)(=O)c2ccccc2)cc1S(=O)(=O)N1CCOCC1 (stereo unspecified)
0.3 | 0.3 | COc1ccc(NC(=O)c2cc3cccc(OC)c3oc2=Nc2ccc(C(=O)O)cc2)cc1OC
-2.6 | -0.6 | Cc1nc2c(cnn2CCO)c(=O)[nH]1
-2.4 | -0.5 | CCCNS(=O)(=O)c1cc2c(cc1Br)CCN2C(=O)CC
-0.8 | -2.0 | Cc1ccc(S(=O)(=O)N(CCC(=O)NCC(c2ccccc2)N(C)C)c2ccccc2)cc1 (stereo unspecified)
-4.9 | 0.9 | O=C(Nc1ccc(N2CCN(C(=O)c3ccc(Cl)cc3)CC2)cc1)c1ccc([N+](=O)[O-])o1
-0.9 | 1.7 | Cc1cc(NS(=O)(=O)c2ccc(NC(=O)c3ccoc3C)cc2)nc(C)n1
-2.5 | -0.4 | CCN(C(=O)COC(=O)c1cc2ccccc2cc1OC)c1c(N)n(Cc2ccccc2)c(=O)[nH]c1=O
-0.8 | 0.4 | Cc1ccc(OCc2occc2C(=O)O)cc1
-0.5 | 1.3 | CCN(CC)CCOC(=O)c1ccc(N=CC2=C(O)CC(C)(C)CC2=O)cc1
-1.0 | 0.3 | CCOc1ccccc1C(=O)NC(C(=O)N(C)c1c(N)n(Cc2ccccc2)c(=O)[nH]c1=O)C(C)C (stereo unspecified)
-1.9 | -1.1 | CN(C(=O)c1ccc(NC(=O)Cc2cccc(NC(=O)C3CCN(C(=O)c4ccccc4)CC3)c2)cc1)C1CC1
-11.2 | 1.0 | O=C(NN=Cc1ccccc1)C(Oc1ccccc1)c1ccccc1 (stereo unspecified)
2.8 | -0.6 | Cc1cc(NC(=O)c2cncc(Br)c2)n(-c2ccccn2)n1
4.1 | 2.1 | COc1cc(/C=C(\C#N)c2nc3ccccc3s2)ccc1OCC(=O)Nc1ccccc1
0.3 | -2.3 | CN1OC[C@@H]2CN(Cc3ccccc3)[C@H](c3cccc(-c4ccc(C#N)cc4)c3)C[C@@H]21
0.3 | -0.7 | O=C(O)CCCN1C(=O)/C(=C\c2ccco2)SC1=S
3.6 | 0.6 | O=C(Cn1c2ccccc2c(=O)c2ccccc21)N/N=C/c1ccc(N2CCCC2)c([N+](=O)[O-])c1
-0.3 | -2.8 | COCC(=O)N1C[C@H]2CON(C)[C@H]2C[C@H]1c1cccc(-c2ccc(C#N)cc2)c1
-1.4 | 0.5 | C#CCN1C=CC(=O)[C@@H](OC(=O)Nc2ccc(C)cc2)[C@H]1c1ccccc1Br
-1.3 | 8.9 | COCCn1c(SCc2nnc(-c3ccccc3)o2)nc2sc3c(c2c1=O)CCC3
1.3 | -0.1 | O=c1cc(Cc2ccc([N+](=O)[O-])cc2)[nH]c(=O)[nH]1
4.2 | 0.6 | COc1cccc(C(=O)Nc2nnc(-c3ccccc3)s2)c1
0.0 | -0.7 | COc1cccc(-c2cn(-c3cccc(C(F)(F)F)c3)c(=S)[nH]2)c1
-20.9 | 1.8 | O=C(NCCCOc1ccc([N+](=O)[O-])cc1Cl)OCc1ccccc1
0.4 | -1.3 | CCCn1c(SCC(=O)N(CC)c2c(N)n(Cc3ccccc3)c(=O)[nH]c2=O)nnc1-c1ccncc1
-7.3 | -0.5 | Clc1ccc(-c2nnc(-c3cccc4ccccc34)o2)cc1
2.4 | 0.1 | COc1ccc(-c2ccc3c(c2)C2CC3CCN2)cc1 (stereo unspecified)
-2.3 | 0.3 | Cc1ccc2c(c1)C(c1ccccc1)N(C(=O)c1ccc(Br)cc1)CC(=O)N2 (stereo unspecified)
4.2 | 0.8 | CC(C)=CCNc1ncnc2c1c(C#N)cn2C1OC(CO)C(O)C1O (stereo unspecified)
0.2 | 1.5 | C=CCn1c(C)cc(-c2csc(NC(=O)C3CCN(c4ncnc5sc(C)c(C)c45)CC3)n2)c1C
-0.1 | -0.9 | NC(=O)CSc1nnc(COc2ccccc2)n1C1CCCCC1

Looked up one by one from the entries so far, 2 records:
NR3A LBD binder | MPTP block | compound
0.3 | -2.3 | CN1OC[C@@H]2CN(Cc3ccccc3)[C@H](c3cccc(-c4ccc(C#N)cc4)c3)C[C@@H]21
-1.4 | 0.5 | C#CCN1C=CC(=O)[C@@H](OC(=O)Nc2ccc(C)cc2)[C@H]1c1ccccc1Br

Further entries.
NR3A LBD binder | MPTP block | compound
-3.8 | -5.0 | O=C(N/N=C\c1ccc(CNS(=O)(=O)c2ccc(Cl)cc2)o1)C(=O)Nc1ccc(Oc2ccccc2)cc1
-2.2 | 0.7 | Cc1cc(C)cc(NC(=S)N2CCC(C(=O)c3ccc(F)cc3)CC2)c1
-3.2 | -0.1 | CC(/C=C/c1cccs1)=C\C(=O)O
-0.7 | -1.3 | Cc1cc(N2CCOCC2)n2ncc(-c3ccccc3Cl)c2n1
0.6 | 1.2 | CC(C)NC1(C(N)=O)CCN(Cc2ccccc2)CC1
-6.0 | 0.4 | CCC(=O)NC(c1ccc(OC)c(OC)c1)c1cc(Cl)c2cccnc2c1O (stereo unspecified)
-0.2 | -0.7 | COc1cc(C2c3cc4c(cc3OC(C)(N3CCCC3)C2C)OCO4)cc(OC)c1OC (stereo unspecified)
12.7* | 4.7 | c1ccc(-c2csc3ncnc(N4CCc5ccccc5C4)c23)cc1
1.6 | 3.0 | CCC(C)[C@H](NC(=O)N1CCN(C)CC1)C(=O)OC (stereo partly specified)
1.1 | 0.2 | NC(=S)NN=C1CCC2(CCCCC2)CC1
0.2 | -1.3 | CCN1CCN(S(=O)(=O)c2ccc(Cl)c(C(=O)N(CCc3ccccc3)Cc3ccccc3)c2)CC1
-3.4 | 0.0 | c1ccc(CSc2ncnc3c2ncn3C2CCCCO2)cc1 (stereo unspecified)
-1.4 | -0.4 | CCOC(=O)c1c(C)c(C(=O)Nc2ccc(N(C)C)cc2)c(C)n1CC
-0.9 | 2.6 | CCN1C/C(=C/c2ccc(N3CCOCC3)cc2)C(=O)/C(=C/c2ccc(N3CCOCC3)cc2)C1
0.6 | 0.9 | CCOC(=O)C1(C(=O)OCC)NC(=O)CC1C (stereo unspecified)
-0.2 | -1.1 | NC(=O)C1C2C=CC(C2)C1c1ccccc1 (stereo unspecified)
-0.7 | 7.5 | O=C(NCC(=O)N1CCc2ccccc2C1)c1ccccc1Cl
-1.2 | 0.9 | Cc1ccnc(NC(=O)c2cccc(NC(=O)c3ccc(Cl)cc3)c2)c1
0.2 | 0.6 | CCN(C(=O)CSc1nnc(-c2ccccc2F)n1N)c1c(N)n(Cc2ccccc2)c(=O)[nH]c1=O
-0.3 | 0.0 | N#Cc1c(N2CCSCC2)nsc1-c1ccccc1Cl

Compound profiles, from the list above. Screens in order: NR3A LBD binder, MPTP block
N#Cc1c(N2CCSCC2)nsc1-c1ccccc1Cl is listed as -0.3, 0.0
CCN1CCN(S(=O)(=O)c2ccc(Cl)c(C(=O)N(CCc3ccccc3)Cc3ccccc3)c2)CC1 is listed as 0.2, -1.3

Next structures
NR3A LBD binder | MPTP block | compound
26.3* | 92.9* | CSc1nc(N)nc(SCC(=O)Nc2cccc(F)c2)c1C#N
1.2 | -0.6 | Cn1c2ccc(F)cc2c2nnc(NN)nc21
0.3 | -0.5 | Cc1cc(NC(=O)NC(=O)c2ccccc2NC(=O)CN(C)C)ccc1Oc1ncc(Br)cn1
-9.9 | 2.1 | CC1(OC(=O)C2CCCC2)C(=O)C=C2C=C(c3ccc(C#N)cc3)OC=C2C1=O (stereo unspecified)
-0.8 | -1.4 | COc1cccc(CCC2C(=O)CCCC2=O)c1
2.2 | 0.8 | Oc1ccc(NCc2ccc(OCc3ccccc3)cc2)cc1
1.1 | 0.6 | Cc1cc(S(=O)(=O)ON2C(=O)c3ccccc3C2=O)ccc1F
5.3 | -1.0 | C#CCOCCOCCOCCNc1nc(N2CCOCC2)nc(N2CCN(C(=O)[C@H](C)n3cc(CCC(=O)O)nn3)CC2)n1
2.8 | -0.2 | Cc1nc2cc(Cc3ccccc3)ccc2o1
2.1 | -0.1 | Cc1ccc(C(=O)COC(=O)C2CCC2)cc1
1.0 | -0.5 | O=C(NCc1ccccc1)c1ccc(NC(=O)C2CCCCC2)cc1
-11.1 | -0.8 | Cc1[nH][nH]c(=O)c1C(c1c(C)[nH][nH]c1=O)c1cn(Cc2ccc(F)cc2)c2ccccc12
-1.7 | -0.4 | Cc1ccc(C(=O)Oc2coc(CSc3nnc(NC(=O)C4CC4)s3)cc2=O)cc1C
-3.1 | -1.7 | Cc1ccc(S(=O)(=O)NCC(=O)OCc2csc(CC(=O)Nc3ccccc3C)n2)cc1C
1.5 | -3.5 | CC1=C/C(=N\NC(=S)Nc2cccnc2)CC(C)(C)C1
-2.1 | 0.3 | COc1ccc(-c2nnc(N)s2)cc1OC
-2.2 | 1.5 | O=C1/C(=C/c2ccco2)SC(=S)N1c1cccnc1
-0.4 | 1.9 | CCCS(=O)(=O)N1CCCC(C(=O)NCCCN2CCN(c3cccc(Cl)c3)CC2)C1 (stereo unspecified)
-6.8 | 0.8 | O=S(=O)(NCCc1ccc(F)cc1)c1cc(C(F)(F)F)ccc1Br
1.9 | -1.2 | Cc1cccc(NC(=O)/C(C#N)=C/c2cn(CC(=O)NCc3ccco3)c3ccccc23)c1
0.3 | -0.5 | Cc1ccc(S(=O)(=O)CS(=O)(=O)c2ccc(C)cc2)cc1
-1.4 | 2.5 | COc1cc2c(cc1OC(C)=O)CCCCC2=O
-0.6 | 11.8 | COc1cc2c(Cc3ccccc3)cncc2cc1O
-0.1 | 0.2 | COc1ccc2c(c1)-c1nc(/N=C/c3ccc(O)c(OC)c3)sc1CC2
-0.5 | 0.5 | CC(C)(C)OC(=O)N1CCC(C(=O)Nc2ccc(C(=O)N3CCCCC3)cc2)CC1
3.3 | -1.3 | CC(=O)Nc1ccccc1-c1ccccc1[N+](=O)[O-]
-0.3 | -2.6 | O=[N+]([O-])c1ccc(COc2ccc(CN3CCCC3)cc2)cc1
-0.2 | -5.6 | CC1=CC(C)(C)N(C(=O)CSc2nnc(N)s2)c2c(C)cc(C)cc21
1.8 | -0.3 | Cc1cc(=O)[nH]c(NC(=O)Cc2ccccc2)n1
-3.5 | 0.3 | Cc1cccc(N2C(S)=C(C#N)C(=O)NC2c2cccs2)c1 (stereo unspecified)
0.6 | 1.7 | COc1ccc(N=C2c3ccccc3-c3ccc([N+](=O)[O-])cc32)cc1
-0.3 | -0.6 | COCC(=O)N(C)[C@H]1C[C@H]2c3cc(Oc4ccccc4C)ccc3CCN2C(=O)[C@H]1[C@H](C)O
-3.0 | -0.3 | CC1CCC(CC(=O)O)(C(=O)O)CC1 (stereo unspecified)
-2.0 | 1.7 | COc1ccc(C2C(C(=O)c3ccccc3)N3c4ccccc4C=CC3C2[N+](=O)[O-])cc1 (stereo unspecified)
2.2 | 0.1 | O=C(CSc1nnc(SCC(=O)NCc2ccc3c(c2)OCO3)s1)NCc1ccc2c(c1)OCO2
-8.7 | -0.3 | CC(=NNC(=O)c1ccncc1)c1ccc(Cl)c(Cl)c1
10.3* | 1.0 | CCS(=O)(=O)Nc1ccc(-c2cc(-c3ccccc3)c3cc(C)ccc3n2)cc1
-31.0 | 1.1 | O=C(CNC(=S)N(Cc1ccccc1)Cc1cccs1)NCc1ccc(F)cc1
-3.8 | -2.0 | CCOC(=O)c1c(CSC(=N)N)n(-c2ccc(Br)cc2)c2cc(Br)c(OC(C)=O)cc12
-1.0 | 0.5 | O=C1CC(c2ccccc2)C(=O)N2C(=O)CC(c3ccccc3)C(=O)N12 (stereo unspecified)

Exported field by field: 2 of the compounds above
> COCC(=O)N(C)[C@H]1C[C@H]2c3cc(Oc4ccccc4C)ccc3CCN2C(=O)[C@H]1[C@H](C)O
  NR3A LBD binder = -0.3
  MPTP block = -0.6

> CC1CCC(CC(=O)O)(C(=O)O)CC1 (stereo unspecified)
  NR3A LBD binder = -3.0
  MPTP block = -0.3

3 compounds from above, sorted by the number in NR3A LBD binder, lowest first.
NR3A LBD binder | MPTP block | compound
-3.0 | -0.3 | CC1CCC(CC(=O)O)(C(=O)O)CC1 (stereo unspecified)
-0.2 | -5.6 | CC1=CC(C)(C)N(C(=O)CSc2nnc(N)s2)c2c(C)cc(C)cc21
10.3* | 1.0 | CCS(=O)(=O)Nc1ccc(-c2cc(-c3ccccc3)c3cc(C)ccc3n2)cc1

The list goes on:
NR3A LBD binder | MPTP block | compound
-2.0 | 5.8 | CC(C)(C)S(=O)(=O)N1Cc2cc(CO)cc(CCO)c2[C@H]1CCO
15.0* | 4.4 | Oc1ccc2ccccc2c1/C=C/c1ccc2c(Br)cc(Br)c(O)c2n1
-0.5 | 0.8 | COc1ccc(CC2(c3ccccc3)NC(=O)NC2=O)cc1 (stereo unspecified)
-1.0 | 2.9 | CC(=O)OC(C)C1C2=C(C(=O)CC1(C)O)C(=O)c1c(ccc(-c3ccc4c(c3O)C(=O)C3=C(C4=O)C(C(C)OC(C)=O)C(C)(O)CC3=O)c1O)C2=O (stereo unspecified)
-11.3 | 1.0 | O=C(O)c1cc(-c2ccc(/C=N/Nc3ccc([N+](=O)[O-])cn3)o2)ccc1Cl
-1.1 | 2.1 | Cc1ccc(C(=O)N2CCC3CC2c2cc(-c4ccc5c(c4)OCO5)ccc23)cc1 (stereo unspecified)

High-throughput results from PubChem BioAssay.
